Wnt bcat act = activators of Wnt/beta-catenin signaling; AID 743398; 300,000 compounds, 1.2% hits; Wnt/beta-catenin reporter cell assay, activator, plate reader; activation, % at 9.35 µM; in the data active means activation above about 30%, passing the limit was not always enough; inconclusive means no clear call, values can overlap the other calls;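 further: 0% = neutral control wells and 100% = positive control wells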
Cardiac RTF inh = cardiac RTF calcium desensitization; AID 493244; inhibition, % at 7.15 µM; IANBD-labeled cardiac RTF, Ca2+ fluorescence; 340,000 compounds, 0.12% hits;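 active means inhibition above the mean inhibition of all tested compounds plus 3 SD, cut at about 17% in these data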;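 further: assay run at fixed EC70 calcium of 1.6 mM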
RTF Ca sens act = cardiac RTF calcium sensitization | P19429+P45379 | IANBD-labeled TnC RTF fluorescence at EC20 calcium; 0% EC20 calcium, 100% full calcium | activation, % at 7.2 µM | 340,000 compounds, 0.24% hits;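 active means activation above the mean over all tested compounds plus 3 SD, cut at about 30% in these data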;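 further: rise in fluorescence read as greater calcium sensitivity of cardiac thin filaments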
MOR-DOR inv ag = inverse agonists of human mu-delta opioid receptor heterodimerization; 340,000 compounds, 0.21% hits; inhibition, % at 9.3 µM; P35372+P41143; AID 504357; cell-based MOR-DOR heterodimer luminescence, inverse agonism; in the data active means inhibition above about 22%, passing the limit was not always enough;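 further: 0% = cells with DMSO and 100% = wells without cells with DMSO; values of inactives mirror those of a sister screen read the other way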
Target sequence (P35372 whole entry, looked up): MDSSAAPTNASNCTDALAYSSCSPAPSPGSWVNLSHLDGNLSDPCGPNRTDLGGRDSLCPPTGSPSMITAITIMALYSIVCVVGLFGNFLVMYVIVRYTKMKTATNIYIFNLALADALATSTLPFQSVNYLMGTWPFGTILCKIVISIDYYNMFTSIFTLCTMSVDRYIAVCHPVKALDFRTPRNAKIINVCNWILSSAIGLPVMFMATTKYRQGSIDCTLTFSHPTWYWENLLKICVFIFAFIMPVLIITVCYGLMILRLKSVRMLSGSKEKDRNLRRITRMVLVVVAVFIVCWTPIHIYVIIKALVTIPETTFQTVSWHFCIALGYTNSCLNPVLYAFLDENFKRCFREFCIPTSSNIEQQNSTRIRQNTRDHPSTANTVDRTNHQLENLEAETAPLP
Target sequence (P41143 whole entry, looked up): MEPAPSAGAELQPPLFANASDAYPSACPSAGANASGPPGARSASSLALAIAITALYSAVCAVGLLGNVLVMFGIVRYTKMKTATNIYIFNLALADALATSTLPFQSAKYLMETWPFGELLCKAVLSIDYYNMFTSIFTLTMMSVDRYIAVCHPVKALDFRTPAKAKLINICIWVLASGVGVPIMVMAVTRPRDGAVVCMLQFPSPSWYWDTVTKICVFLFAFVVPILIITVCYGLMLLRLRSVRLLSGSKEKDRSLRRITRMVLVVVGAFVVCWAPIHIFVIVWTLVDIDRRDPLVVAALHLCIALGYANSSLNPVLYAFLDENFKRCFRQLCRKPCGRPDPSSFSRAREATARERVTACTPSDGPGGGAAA
Arr AP2 block = blocks beta-arrestin peptide binding to AP2 adaptin; 340,000 compounds, 0.31% hits; FITC-arrestin peptide / GST-AP2 beads, flow cytometry; AP2 beta2 appendage carries R879A mutation; inhibition, % at 10 µM;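 active means inhibition above a set limit, near 3 SD of compounds lacking own fluorescence, cut at about 54% in these data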;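 further: plate controls were DMSO wells for no effect and 5 µM unlabelled arrestin peptide for full effect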
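Measured by: flow cytometry, FL1 (488/535 nm); Material: AP2 appendage R879A on GSH beads; Evaluation: percent response; Timing: pre-incubation 12 min, peptide binding 1 h, room temperature; Also added: 50 nM FITC-arrestin peptide; Medium: PBS with 0.05% Tween 20 and 0.1% BSA.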
C-LANA FP = blocks KSHV LANA C-terminal domain binding to DNA. 340,000 compounds, 0.078% hits. inhibition, % at 9 µM. MBP-C-LANA/FAM-LBS DNA binding, fluorescence polarization;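 active means highest replicate inhibition at or above 60% at 9 µM, even if other replicates fall short; inactive means all replicates below 60% inhibition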;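 further: 0% = neutral control wells and 100% = 4 µM acridine orange control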
Pemphigus Ab inh = blocks pemphigus antibody binding to human desmoglein-3; P32926; DSG3-coupled beads, scFv-anti-DSG3-GFP binding, flow cytometry; stronger effect = lower value; binding (percent of control), % at 10 µM; 310,000 compounds, 0.48% hits; AID 588358;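 active means binding more than 3 SD below its plate's average and above zero; inconclusive means below that plate limit but binding exactly zero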; further: some compounds called inactive have numbers as strong as hits
V-ATPase pHluor = alters yeast V-ATPase proton transport. AID 504577. 350,000 compounds, 0.37% hits. response, % at 10 µM. S. cerevisiae, pHLuorin cytosolic pH fluorescence; in the data active means response mostly above about 7.3%, no sharp cut-off; inactive means mostly below about 5.4%; further: actives read high; inactives centre near 0; some compounds called inactive have numbers as strong as hits; reference of the scale not given here
Keap1 Nrf2 FP = inhibitors of human Keap1-Nrf2 protein-protein interaction; 340,000 compounds, 0.15% hits; inhibition, % at 9.4 µM; Q14145; Keap1 Kelch-Nrf2 peptide fluorescence polarization, 1536-well; AID 504523; in the data active means inhibition above about 12%; inconclusive means no clear call, values can overlap the other calls; inactive means below about 7.3%;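 further: human Keap1 Kelch domain with fluorescein labeled Nrf2 9mer peptide probe; 0% = neutral control wells and 100% = peptide positive control; higher means more block of Keap1 binding to Nrf2 peptide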
OPRM1-OPRD1 ag = agonists of human mu-delta opioid receptor heterodimerization; AID 504326; P35372+P41143; cells, OPRM1-OPRD1 heterodimerization, luminescence; activation, % at 9.3 µM; 340,000 compounds, 0.3% hits; in the data active means activation above about 18%;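 further: 0% = vehicle-treated cells and 100% = reference agonist; values of inactives mirror those of a sister screen read the other way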
* hit, by the source's call; ? = inconclusive; / = no result given.

1) Cc1ccc(N2C(=O)[C@@H]3C(C(=O)CCN4C(=O)c5ccccc5C4=O)=NN[C@@H]3C2=O)cc1
2) CCSc1nnc(-c2ccc(Cl)cc2)c2ccccc12
3) CC(C)[C@H](NC(=O)c1ccccc1)C(=O)OCC(=O)c1c(N)n(C)c(=O)n(C)c1=O
4) CCO[C@@H]1OC(C(=O)N2CCN(Cc3ccc4c(c3)OCO4)CC2)=C[C@H](C2CCCCC2)[C@H]1CCCO
5) CN=C1S/C(=C/c2cn(CC(=O)OC)c3ccccc23)C(=O)N1C
6) COc1ccc(-c2cc(C(=O)N(C)CC(=O)Nc3cccc(F)c3)c3ccccc3n2)cc1
7) Cc1ccc(NC(=O)CCS(=O)(=O)c2cccc3nonc23)cc1Cl
8) N#Cc1ccc2[nH]cc(CCO)c2c1
9) COc1ccccc1NC(=O)NCCN1CCN(C(=O)Nc2ccccc2OC)CC1
10) COc1ccc(C(=O)OC(C)C(=O)NC2CCCCC2C)cc1S(=O)(=O)N1CCOCC1 (centres undefined)

Compound	1	2	3	4	5	6	7	8	9	10
Wnt bcat act	/	2	0	-1	1	-3	0	2	-1	1
Cardiac RTF inh	9	-6	10	-15	-4	-10	-24	-2	3	-10
RTF Ca sens act	-1	-3	-1	-5	-1	-5	5	7	5	5
MOR-DOR inv ag	9	-23	18	9	14	9	-23	9	7	3
Arr AP2 block	-7	2	-17	5	-12	-5	6	-4	46	-7
C-LANA FP	-1.0	1.2	-1.0	1.5	4.6	-1.4	0.8	-0.3	-0.8	2.0
Pemphigus Ab inh	83	/	104	104	110	102	111	/	102	88
V-ATPase pHluor	1	-1	/	-2	-1	5	-4	-3	0	2
Keap1 Nrf2 FP	3	2	-6	0	?	-6	-6	-1	0	-3
OPRM1-OPRD1 ag	-1.8	4.5	-4.5	-1.7	-2.7	-1.8	2.8	-1.6	-1.3	-0.4

11) O=C1Nc2ccc(Br)cc2C1(O)c1ccc(F)cc1 (centres undefined)
12) COC(=O)C1=C[C@@H](C(=O)OC)C2C3=C(C(=O)C24CCCCC4)[C@H](C)n2c(=O)n(C)c(=O)n2[C@@H]3C1 (some centres undefined)
13) O=C(Nc1ccc(N2CCOCC2)c(Cl)c1)c1ccc(F)cc1
14) Cc1oc(C)c(C(=O)Nc2ccc(CC(=O)O)cc2)c1C(=O)Nc1ccc(CC(=O)O)cc1
15) Cc1ccc(N(C)C(=O)CC(C)S(=O)(=O)c2ccc3c(c2)NC(=O)CO3)cc1 (centres undefined)
16) c1ccc(CCC2Cc3ccccc3N2)cc1 (centres undefined)
17) COc1ccc(CN2C(=O)C3C4C=CC(C4)C3C2=O)cc1 (centres undefined)
18) CCOC(=O)c1ccc(NC(=O)COc2ccccc2CNCCO)cc1
19) Cc1cccc(Cc2cnc(NC(=O)CN3C(=O)/C(=C/c4ccccc4)SC3=S)s2)c1
20) COc1ccc(S(=O)(=O)NCc2ccccn2)cc1

Compound	11	12	13	14	15	16	17	18	19	20
Wnt bcat act	-1	2	16	-2	-3	6	-1	0	/	-2
Cardiac RTF inh	-10	-6	-7	-2	5	-1	-6	0	-2	6
RTF Ca sens act	-5	3	3	-5	-3	10	2	6	-6	2
MOR-DOR inv ag	3	13	10	-1	15	-18	1	4	9	8
Arr AP2 block	-10	1	-1	4	21	-8	0	14	-1	-5
C-LANA FP	0.4	-1.4	1.3	-0.9	0.5	-0.9	0.1	-0.3	2.0	0.5
Pemphigus Ab inh	102	107	86	/	/	100	101	103	112	103
V-ATPase pHluor	0	10	1	-1	-7	-3	4	-3	3	-1
Keap1 Nrf2 FP	-6	-8	-2	0	0	-1	1	-8	-1	-10
OPRM1-OPRD1 ag	-0.6	-2.3	-1.8	0.2	-2.9	3.2	-0.2	-0.8	-1.6	-1.5

21) CCCCn1nc(C(=O)Nc2ccc3c(c2)OCCO3)c2ccccc2c1=O
22) CCOC(=O)N1CCN(C(=O)c2ccc3c(c2)N(Cc2cccc(Cl)c2)C(=O)c2ccccc2S3=O)CC1 (centres undefined)
23) O=C(COc1cccc(NC(=O)c2ccco2)c1)c1ccc(F)cc1
24) O=C(CSc1nnc(Cn2nnc3ccccc32)o1)N(Cc1ccc(Cl)cc1)c1ccccc1
25) COc1ccc(-c2csc(NC(=O)c3nc(-c4ccccc4)oc3C)n2)cc1
26) COc1ccc(CNC(=O)Cn2nc([N+](=O)[O-])cc2C)cc1
27) COc1ccc(CCNS(=O)(=O)c2ccc3c(c2)NC(=O)CS3)cc1OC
28) CCCCc1c(O)nc(SCC(=O)Nc2ccc3c(c2)CCC3)[nH]c1=O
29) CN1CCN(C2=C(Cl)C(=O)c3ccccc3C2=O)CC1
30) CN1CCN(C(=O)/C(=C\c2cccs2)NC(=O)c2ccco2)CC1

Compound	21	22	23	24	25	26	27	28	29	30
Wnt bcat act	-2	-2	-2	/	2	7	1	-1	-4	-1
Cardiac RTF inh	-4	0	-14	8	-10	1	-3	-7	-1	-4
RTF Ca sens act	0	0	2	5	0	-3	-2	-6	1	-5
MOR-DOR inv ag	-20	16	7	8	8	13	10	11	-136	-9
Arr AP2 block	5	28	-2	0	11	8	-8	-4	41	5
C-LANA FP	-1.2	0.1	0.2	-1.2	1.8	0.4	-0.6	0.7	6.3	0.1
Pemphigus Ab inh	/	102	123	110	98	101	60	/	/	105
V-ATPase pHluor	2	-5	19*	2	-1	4	1	4	3	0
Keap1 Nrf2 FP	-3	2	2	-3	0	-1	-4	-2	-7	-1
OPRM1-OPRD1 ag	4.8	-3.1	-1.6	-1.6	-1.7	-2.7	-1.9	-2.3	28*	1.6

31) COc1ccccc1OCC(=O)/C=C1/N(C)c2ccccc2C1(C)C
32) O=C(O)c1ccc(NC(=O)c2ccc(COc3ccc(Cl)cc3)o2)cc1
33) COc1ccccc1NC(=O)C1CCCN(S(=O)(=O)c2c(C)noc2C)C1 (centres undefined)
34) CCCc1cc(=O)[nH]c(SCC(=O)NC2(C#N)CCCCC2)n1
35) Cc1ncc(CSCC(=O)Nc2cc(C(F)(F)F)ccc2Cl)c(CO)c1O
36) Cn1c(C(=O)NCCN2CCN(c3ccccc3F)CC2)cc2c(=O)n(C)c3ccccc3c21
37) CCOC(=O)c1c(NC(=O)c2cc(-c3ccc(Cl)s3)nc3ccccc23)sc(C(N)=O)c1C
38) Clc1ccc(-c2cc3ccccc3[nH]2)cc1
39) COc1ccccc1N1CCN(Cc2ccc(Br)o2)CC1
40) CCn1c(SCC(=O)c2ccc(Cl)cc2)nnc1-c1ccoc1C

Compound	31	32	33	34	35	36	37	38	39	40
Wnt bcat act	-8	0	-2	-2	2	0	-2	42*	/	5
Cardiac RTF inh	4	-6	-2	-7	-1	0	-9	7	-1	-2
RTF Ca sens act	5	-4	-8	3	1	-3	-1	-3	-4	-1
MOR-DOR inv ag	-13	9	14	9	15	10	11	-38	13	10
Arr AP2 block	11	5	-5	-4	8	5	11	-11	-9	3
C-LANA FP	-0.5	-1.0	1.5	1.1	-0.9	-0.9	1.5	-2.0	0.0	-1.3
Pemphigus Ab inh	126	94	100	105	88	107	88	98	106	102
V-ATPase pHluor	0	-4	-3	2	1	-3	2	0	-3	-1
Keap1 Nrf2 FP	-12	1	4	-8	0	3	-5	-5	-2	2
OPRM1-OPRD1 ag	2.8	-1.5	-2.8	-2.0	-3.3	-2.0	-2.1	7.1	-2.8	-1.9

41) O=C(Nc1cccc(F)c1)Nc1ccccn1
42) O=C(O)CCSc1nc(C(F)(F)F)cc(=O)n1-c1ccccc1
43) Cc1ccnc(NC(=O)CCC(=O)N(CC(=O)NCc2ccc(F)cc2)Cc2ccccc2)c1
44) CCCC(C)NC(=O)c1nc(-c2ccccc2)n(-c2ccccc2)n1 (centres undefined)
45) Cc1nc(-c2ccccc2)sc1C1(C)CC(c2cccc([N+](=O)[O-])c2)=NO1 (centres undefined)
46) Cc1ccc(C(=O)Nc2nnc(S(=O)(=O)N3CCC(C)CC3)s2)cc1
47) N#Cc1ccc(OCCN2C(=O)NC3(CCSC3)C2=O)cc1 (centres undefined)
48) Cc1cc(OCC(=O)c2cccc(C(F)(F)F)c2)n2cnnc2n1
49) CC(=O)Oc1ccccc1-n1c(C)nc(=O)c(-c2ccccc2)c1C
50) CCOc1ccccc1NC(=O)C(=O)/C=C(\O)c1cc(OC)ccc1OC

Compound	41	42	43	44	45	46	47	48	49	50
Wnt bcat act	/	-2	/	/	2	3	/	-3	1	/
Cardiac RTF inh	-9	-7	-6	3	0	-2	1	-3	/	2
RTF Ca sens act	4	6	3	7	-6	-8	4	5	/	-1
MOR-DOR inv ag	4	0	13	4	11	21	6	12	/	-2
Arr AP2 block	2	-7	13	7	-6	-10	7	26	11	-1
C-LANA FP	2.9	1.1	0.6	-2.0	2.7	0.0	0.2	1.5	/	-0.4
Pemphigus Ab inh	101	/	94	106	109	100	103	109	109	99
V-ATPase pHluor	1	5	2	-2	-7	-2	-1	3	-2	0
Keap1 Nrf2 FP	-3	-2	-4	3	1	-3	0	-1	/	1
OPRM1-OPRD1 ag	-0.8	0.1	-2.3	-0.7	-2.0	-4.1	-1.1	-2.4	/	0.5

Rewritten field by field: two of the compounds above
42	O=C(O)CCSc1nc(C(F)(F)F)cc(=O)n1-c1ccccc1
  Wnt bcat act: -2
  Cardiac RTF inh: -7
  RTF Ca sens act: 6
  MOR-DOR inv ag: 0
  Arr AP2 block: -7
  C-LANA FP: 1.1
  Pemphigus Ab inh: /
  V-ATPase pHluor: 5
  Keap1 Nrf2 FP: -2
  OPRM1-OPRD1 ag: 0.1
43	Cc1ccnc(NC(=O)CCC(=O)N(CC(=O)NCc2ccc(F)cc2)Cc2ccccc2)c1
  Wnt bcat act: /
  Cardiac RTF inh: -6
  RTF Ca sens act: 3
  MOR-DOR inv ag: 13
  Arr AP2 block: 13
  C-LANA FP: 0.6
  Pemphigus Ab inh: 94
  V-ATPase pHluor: 2
  Keap1 Nrf2 FP: -4
  OPRM1-OPRD1 ag: -2.3

Next section
51) O=C(Nc1ccsn1)c1ccc(Cl)cc1Cl
52) O=C(Nc1ccc2c(c1)OCO2)C1CC(c2c(F)cccc2Cl)=NO1 (centres undefined)
53) NC(=O)CC(NC(=O)c1ccc(Br)cc1)c1ccc(NC2CCCCCC2)c([N+](=O)[O-])c1 (centres undefined)
54) CCCN1CCc2c(sc(NC(=O)c3ccc(S(=O)(=O)N4CCCC4)cc3)c2C(N)=O)C1
55) Cc1c(C(=O)O)oc2c(F)cccc12
56) CCN(CC)C(=O)C1CCN(Cc2ccc(OCc3ccccc3)c(OC)c2)CC1

Compound	51	52	53	54	55	56
Wnt bcat act	26	7	-4	-2	-1	0
Cardiac RTF inh	-3	-12	-15	-9	/	-6
RTF Ca sens act	-2	13	9	14	/	-6
MOR-DOR inv ag	18	8	-19	-1	/	10
Arr AP2 block	34	0	3	17	-12	2
C-LANA FP	-0.6	-0.4	-2.0	-1.8	0.3	1.8
Pemphigus Ab inh	95	104	103	116	100	114
V-ATPase pHluor	2	4	-1	1	-1	-3
Keap1 Nrf2 FP	1	-6	-1	-6	-4	-2
OPRM1-OPRD1 ag	-3.2	-1.3	3.4	0.2	/	-2.0
